Source: PubChem BioAssay
GAA glycogen: alters human alpha-glucosidase cleavage of glycogen | recombinant GAA, glycogen substrate, Amplex Red glucose oxidase fluorescence | Potency, µM (series often up to 76.4 µM), without a hit: at the highest dose activity change, negative = inhibition, actives largely listed as inhibitors | AID 2100 | 300,000 compounds, 0.38% hits;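 also: potency is read from the fitted curve at half-maximal effect; 0% = full enzyme reaction and -100% = no-enzyme basal signal; the screen sought inhibitors and activators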
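Recombinant human alpha-glucosidase (4 nM final) hydrolysed bovine liver glycogen (30 ug) for 40 min at 37 C in pH 5.0 citrate/phosphate with 0.01% Tween-20. Released glucose detected by glucose oxidase/Amplex Red, Ex 573/Em 610 nm. Compounds up to 77 uM; AC50 from Hill fits.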
aGlu spleen mod: lysosomal alpha-glucosidase (human) modulation; P10253; human spleen homogenate, 4-MU-alpha-glucoside fluorescence; Potency, µM (highest dose often 79.9 µM), without a hit: top-dose activity change, negative = inhibition, most hits filed as inhibitors; 240,000 compounds, 0.006% hits; AID 2112;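 also: potency is read from the fitted curve at half-maximal effect; 0% = enzyme with vehicle and -100% = no enzyme basal signal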
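AC50 values come from Hill-equation fits of concentration-response data, normalized to no-enzyme and full-activity controls. Enzyme source: 1 ug human spleen homogenate; 1 mM fluorogenic 4-MU glucoside, pH 5.0 citrate buffer, 37 C, 40 min.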
Lamin A splicing: LMNA splicing modulation | HeLa LMNA splicing GFP/RFP minigene ratio, 48 h | Potency, µM (highest dose often 46.1 µM), inactives show at the top dose ratio change, negative = inhibition, most hits filed as inhibitors | 200,000 compounds, 0.01% hits | AID 1487; active = well fitted inhibition curve with a large enough effect in the signal ratio, with a control signal flat, not every such curve was filed as active; inconclusive = small, poorly fitted or top-dose-only effect, or effect the other way, or a change in a side signal; the % refers to the signal ratio; also: potency is read from the fitted curve at half-maximal effect; % is scaled to controls: 0 for no effect and ±100 for the full control effect
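S3 HeLa stable clones carrying a lamin A-EGFP splicing minigene plus DsRed2 were seeded at 600 cells/well in Opti-MEM with 2% FBS, pin-dosed and incubated 48 h at 37°C. Acumen cytometry (488 nm) gave the GFP/RFP total-intensity ratio.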
HTT aggregate: reduces HttQ103-GFP aggregates in PC12 cells | PC12 HttQ103-GFP aggregates, Acumen cytometry, 40 h | Potency, µM (top dose mostly 46.1 µM), for inactives: top-dose activity change, negative = inhibition, hits mostly inhibitors | 220,000 compounds, 1.1% hits; also: potency is read from the fitted curve at half-maximal effect; % is scaled to controls: 0 for no effect and ±100 for the full control effect; nearly all actives have a fitted effect of over 60% in size
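Multiplexed with ATP-based cell death, this channel scores GFP aggregates in PC12 cells expressing inducible HTTex1-Q103-GFP. Induction used 100 nM tebufenozide; compounds were tested in concentration series.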
GAA inhib: blocks human lysosomal alpha-glucosidase | P10253 | purified human GAA, 4-MU-alpha-glucoside fluorescence | Potency, µM (doses to about 76.9 µM), for inactives: at the highest dose activity change, negative = inhibition, usual class: inhibitors | 200,000 compounds, 0.005% hits | AID 1466;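 also: potency is read from the fitted curve at half-maximal effect; plate controls were uninhibited enzyme wells for no effect and no-enzyme background for full effect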
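Activity normalized between no-enzyme (basal) and enzyme-only wells. Conditions: 4 nM human enzyme, 400 uM fluorogenic substrate, citrate/phosphate pH 5.0 with Tween-20, 20 min room temperature, compounds up to 77 uM.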
HTT ATP protect: cytoprotection in Huntington HTT-Q103 PC12 cell model | 230,000 compounds, 0.14% hits | AID 1471 | Potency, µM (top dose mostly 56.4 µM), for inactives: cytoprotection (ATP increase), usual class: activators | PC12 HTT-Q103 induced, cytoprotection, ATP luminescence, 40 h;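 also: potency is read from the fitted curve at half-maximal effect; % of control where 0% means no effect; nearly all actives have a fitted effect of over 45% in size; toxic huntingtin expression switched on by the ecdysone agonist tebufenozide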
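PC12 cells with ecdysone-inducible HTT exon 1 Q103-GFP, induced with 100 nM tebufenozide and co-treated with library compounds in a dose series (1536-well, 1500 cells/well). Cytoprotection read as ATP content by ATPlite luminescence.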
CBFb-RUNX1 inh: CBF-beta/RUNX1 interaction disruption | 230,000 tested, under 10 active | Potency, µM (highest dose often 59.8 µM), for the others: at the highest dose activity, negative = inhibition, actives largely listed as inhibitors | AlphaScreen CBFb-His/RUNX1-biotin binding, biochemical; also: % of control where 0% means no effect
Target sequence (Q01196 whole entry, looked up): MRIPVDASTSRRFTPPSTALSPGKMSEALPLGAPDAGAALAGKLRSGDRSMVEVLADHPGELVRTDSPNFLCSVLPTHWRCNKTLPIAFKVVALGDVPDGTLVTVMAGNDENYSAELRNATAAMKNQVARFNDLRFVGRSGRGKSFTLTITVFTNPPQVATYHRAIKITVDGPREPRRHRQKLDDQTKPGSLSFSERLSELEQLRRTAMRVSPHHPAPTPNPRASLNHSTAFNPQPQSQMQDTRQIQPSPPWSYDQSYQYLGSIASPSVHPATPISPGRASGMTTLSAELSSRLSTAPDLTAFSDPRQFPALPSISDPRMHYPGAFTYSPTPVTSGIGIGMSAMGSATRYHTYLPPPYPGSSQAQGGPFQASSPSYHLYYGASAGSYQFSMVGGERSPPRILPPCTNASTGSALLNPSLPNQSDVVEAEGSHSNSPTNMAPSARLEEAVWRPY
Target sequence (Q13951 whole entry, looked up): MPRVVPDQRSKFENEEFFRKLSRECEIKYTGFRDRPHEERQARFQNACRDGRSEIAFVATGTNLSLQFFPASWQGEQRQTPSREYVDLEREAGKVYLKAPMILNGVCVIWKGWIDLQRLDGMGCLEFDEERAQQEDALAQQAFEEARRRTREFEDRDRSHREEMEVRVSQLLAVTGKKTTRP
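Proteins preincubated together for 20 min at RT before compound addition; 15 min later, nickel and streptavidin beads were added and left 90 min prior to AlphaScreen measurement.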
* marks the source's active call; other numbers are inactive results; ? = inconclusive; · = not tested or not shown; & = joins results of further samples; [ ] = remark or other dose. Unless noted, calls follow the shape of the dose curve; as a rule, active = well fitted curve in the direction sought with a large enough effect; inconclusive = small, poorly fitted or top-dose-only effect, or another doubt; inactive = no such curve, though single readings can be large; an effect the other way counts as inactive or inconclusive.

Sample of the layout, 2 compounds:
SMILES	GAA glycogen	aGlu spleen mod	Lamin A splicing	HTT aggregate	GAA inhib	HTT ATP protect	CBFb-RUNX1 inh
O=C(CN1CCc2ccccc2C1)NCc1ccco1	24%	1%	-3%	20%	11%	24%	-5%
O=C(Nc1cccc(Cl)c1Cl)c1ccncc1	2%	-6%	2%	9%	-8%	9%	3%

Results, repeating the preview:
SMILES	GAA glycogen	aGlu spleen mod	Lamin A splicing	HTT aggregate	GAA inhib	HTT ATP protect	CBFb-RUNX1 inh
O=C(CN1CCc2ccccc2C1)NCc1ccco1	24%	1%	-3%	20%	11%	24%	-5%
O=C(Nc1cccc(Cl)c1Cl)c1ccncc1	2%	-6%	2%	9%	-8%	9%	3%
NC(=O)c1ccccc1NS(=O)(=O)Cc1ccc(Cl)cc1	7%	5%	-2%	-21%	-3%	6%	0%
O=C(c1ccco1)N1CCN(C(c2ccc(F)cc2)c2nnnn2Cc2cccs2)CC1 (stereo not drawn)	-6%	-6%	4%	1%	-2%	8%	1%
COc1ccc(C2NC(=O)NC(C)=C2C(=O)OCc2ccc3c(c2)OCO3)cc1OC (stereo not drawn)	-4%	-6%	?	-26%	3%	-7%[10 µM]	19%
CN1CCN(c2c(F)cc3c(=O)c(C(=O)O)cn(CCF)c3c2F)CC1	-1%	11%	·	1%	-8%[15.4 µM]	7%	10%
COc1ccc(/C=N/NC(=O)c2ccncc2)c(C(=O)O)c1OC	0%	-5%	·	15%	·	-12%	9%
Cn1nc(C(=O)Nc2cccc(C(F)(F)F)c2)ccc1=O	0%	-11%	13%	-5%	-7%	10%[10 µM]	11%
Cc1nc(SCC(=O)Nc2ccc3c(c2)OCCO3)nc(C)c1C	0%	-11%	-11%[46 µM]	7%	-4%	-2%[10 µM]	10%
COC1=C(OC)C(=O)c2ccccc2C1=O	·	-3%	?	·	·	-14%[1.9 µM]	2%
COc1ccc(/C=C/C(=O)OCC(=O)NCCC2=CCCCC2)cc1OC	-13%	·	·	-4%	-15%	-28%	15%
COc1cc(NS(=O)(=O)c2ccc(NC(=S)NC(=O)C3CCCC3)cc2)nc(OC)n1	0%	-6%	1%	0%	0%	-15%	-4%
COc1cccc(CNCC(=O)Nc2ccc(N3CCOCC3)cc2)c1	-5%	-5%	-2%[46 µM]	6%	7%	-5%	1%
Cc1ccc(S(=O)(=O)CC(=O)N(C)C)cc1	-1%	-3%	-9%	9%	1%	4%[10 µM]	2%
CCCCn1c(=O)c(CC(C)=O)nc2ccccc21	0%	-11%	-7%	-12%	-5%	·	11%

(more compounds)
SMILES	GAA glycogen	aGlu spleen mod	Lamin A splicing	HTT aggregate	GAA inhib	HTT ATP protect	CBFb-RUNX1 inh
CCOc1ccc(CN(CCO)CCO)cc1C(=O)OC	6%	2%	3%	?	-3%	4%	5%
CSc1ccccc1C(=O)NCc1ccc(S(N)(=O)=O)cc1	10%	-2%	11%	-7%	-3%	-1%	-3%
CC1CCC2C(=O)OC(CN=[N+]=[N-])CN2C1c1ccc(Br)cc1 (stereo not drawn)	·	-3%&1%&-2%&-3%&-3%&2%[17.4 µM]	·	·	·	?	?
Cc1ccc(C(=O)c2cc([N+](=O)[O-])ccc2N2CCCCC2)c(C)c1	8%	-9%	?	29%	0%	-79%[inhibitor][10 µM]	-15%
O=C(Nc1ccc(Cl)cc1)Nc1ccc(C(=O)N2CCOCC2)cc1	5%	-3%	·	-22%[9.22 µM]	·	20%[10 µM]	2%
O=C(O)CCN1C(=O)C2CCCCC2C1=O (stereo not drawn)	-10%	-5%	11%	-10%[1.84 µM]	-2%	-6%	1%
Cc1nn(CC2CC2)c(=O)n1-c1ccccc1F	-3%	·	15%[1.84 µM]	1%	-1%	-13%	29%
Cc1ccc(S(=O)(=O)N(C)c2ccc(C(=O)N3CCc4ccccc4C3)cc2)cc1	7%	3%	4%[46 µM]	?	0%	-73%[inhibitor]	-2%
COc1ccc(-n2c(-c3ccccc3)c[n+]3c2CCC3)cc1	5%	2%	·	2%[9.22 µM]	·	4%[10 µM]	9%
COc1ccc(-n2c(C)nc3sc4c(c3c2=O)CCCC4)cc1	-5%	-1%	?	21%	-2%	-42%[inhibitor]	-3%
CCN(CC)CCCN1C=C2C(=O)C(C)(OC(=O)CCC(=O)OC)C(=O)C(Br)=C2C=C1c1ccc(OC)cc1 (stereo not drawn)	·	-6%[17.4 µM]	7%[9.22 µM]	·	·	-19%[10 µM]	-8%[13.1 µM]
CCNC(=O)/N=C1/NC(=O)C(C(C)C)O1 (stereo not drawn)	8%	2%	?	-4%	?	5%	5%
CCOc1cc(C(=O)N(C)c2ccccc2)cc(OCC)c1OCC	-2%	-2%	-11%	-6%	-1%	0%	8%
O=C1CC(C(=O)NC2CCCCC2)C(c2ccccc2)O1 (stereo not drawn)	3%	-7%	22%	6%	?	4%[1.9 µM]	6%
COC(=O)C1C(c2ccccc2)C(C(=O)O)C1c1ccccc1 (stereo not drawn)	-8%	-2%	-2%[46 µM]	14%	4%	-40%[inhibitor]	3%

Continuation.
SMILES	GAA glycogen	aGlu spleen mod	Lamin A splicing	HTT aggregate	GAA inhib	HTT ATP protect	CBFb-RUNX1 inh
C=CCc1cccc(/C=N/NC(=O)CNc2ccccc2)c1O	-2%	-4%	?	11µM*	3%	-73%[inhibitor]	1%
NS(=O)(=O)c1cccnc1Nc1cccc(Cl)c1Cl	3%	-1%	?	2%	4%	14%	1%
COC(=O)c1cc2ccccc2c(=O)s1	-1%	13%	1%	-15%	-1%	-1%[10 µM]	-6%
CC(=O)c1cccc(NC(=O)CN(c2ccc(F)cc2)S(C)(=O)=O)c1	5%	-15%	-1%	-13%	3%	0%	2%
Cc1ccc(C)c(/C(O)=C2\C(=O)C(=O)N(CCCn3ccnc3)C2c2ccncc2)c1 (stereo not drawn)	5%	-8%	7%	-16%	6%	-11%[10 µM]	-1%
COc1cc(/C=C2\SC(=S)N(NS(=O)(=O)c3ccccc3)C2=O)ccc1O	-19%	-2%	·	22%[9.22 µM]	·	19%[10 µM]	-11%
COc1ccc(CC(=O)NNC(=O)CSc2ccc(C)cc2)cc1	-3%	0%	10%[46 µM]	2%	-4%	-12%[10 µM]	4%
Cc1ccccc1CC1(CO)CCCN(C(=O)c2ccccc2Cl)C1 (stereo not drawn)	-7%	5%	5%[46 µM]	7%[9.22 µM]	8%	3%[10 µM]	0%
N#Cc1c(-c2ccccc2)nc(-c2ccncc2)[nH]c1=O	-4%	·	?	10%	-1%	-1%	-1%
Cc1ccccc1OCc1nc2c3c(ncn2n1)-c1ccccc1CC31CCCC1	2%	-5%	-1%	2%	-4%	-10%[10 µM]	1%
CCOC(=O)C1CSC2(CCC(c3ccccc3)CC2)N1 (stereo not drawn)	7%	·	-2%[46 µM]	-2%	1%	-11%	-6%
COCC(C)NC(=O)c1cc(-c2ccccc2OC)on1 (stereo not drawn)	-13%	-4%	-3%	-3%	-12%	-6%	-3%
C=CCn1c(SCCCCCC)nc(O)cc1=O	-2%	0%	6%	-24%	-12%	-7%[1.9 µM]	7%
O=C(C1=C[C@@H](c2csc3ccccc23)C[C@@H](OCc2ccc(CO)cc2)O1)N1CCN(Cc2ccc3c(c2)OCO3)CC1	2%	-1%	·	-19%[9.22 µM]	·	-3%[10 µM]	?
COC(=O)c1ccc(C(NC(=O)OCc2ccccc2)/C(=C/[C@@H](C)C(=O)NC2CCCCC2)c2cccnc2)cc1 (stereo partly drawn)	·	-1%	·	·	·	-6%	6%

The listing continues:
SMILES	GAA glycogen	aGlu spleen mod	Lamin A splicing	HTT aggregate	GAA inhib	HTT ATP protect	CBFb-RUNX1 inh
CCCOc1ccc(-c2cc(C(=O)NCC3CCCO3)c3ccccc3n2)cc1 (stereo not drawn)	-5%	-9%	?	-13%	?	-116%[inhibitor]	19%
NC(=O)C1CCN(CCC(=O)Nc2ccc(Br)cc2)CC1	-11%	-9%	?	·	-7%[15.4 µM]	0.11µM*	-4%
CCCCN(CC)Cc1ccc(CNC(=S)Nc2ccccc2F)o1	-10%	-2%	-5%[46 µM]	4%	-9%	-19%	3%
CCc1ccc(C(=O)NNc2ccc(S(N)(=O)=O)cc2)cc1	?	7%	·	15%[9.22 µM]	·	12%[10 µM]	10%
CCCN1C2CCCC1CC(NC(=S)NCCCOCC)C2 (stereo not drawn)	4%	-12%	?	17%[9.22 µM]	-11%	30%[10 µM]	0%
Cc1ccccc1-c1nc(-c2ccc(NC(=O)c3cccs3)cc2)no1	7%	2%	25%	-7%	?	-25%	8%
COc1ccccc1C(=O)Nn1c(C2CCC2)nc2ccccc2c1=O	-2%	4%	?	8%	0%	-9%[10 µM]	8%
COC(=O)[C@H](Cc1ccccc1)NC(=O)C/C=C\[C@@H](C)[C@@H](CO)OC	·	-4%[17.4 µM]	·	·	·	0%[10 µM]	17%[13.1 µM]
CCOC(=O)C1=C(C)N=c2s/c(=C\c3ccc(OC(C)=O)c(OCC)c3)c(=O)n2C1/C=C/c1ccccc1 (stereo not drawn)	-11%	4%	24%	20%	?	-41%[inhibitor]	3%
CC(C)c1ccc(-c2nnn(CCC(=O)O)n2)cc1	12%	-6%	-1%	2%	-6%	-37%	1%
Cc1ccc(C(=O)N/N=C\c2ccc[nH]2)cc1[N+](=O)[O-]	4%	0%	8%	-11%	1%	-35%	-7%
CCOC(=O)c1c(NC(=O)c2ccno2)c2cc([N+](=O)[O-])ccc2n1C	6%	-4%	-4%[46 µM]	-2%[9.22 µM]	-4%	-9%[10 µM]	-6%
CC(=O)c1cccc(NC(=O)NCc2cccs2)c1	3%	-19%	-12%	1%	-2%	-4%[0.074 µM]	0%
CCCCN(N=Nc1nonc1OC)c1nonc1OC	4%	3%	12%	-7%	-6%	4%	7%
Cc1cc(-c2nnc(-c3ccccc3)c(-c3ccccc3)n2)c(C)o1	2%	-4%	19%	4%	-1%	12%	-17%
O=C(Oc1cccc(-n2cnnn2)c1)C1CCCCC1	12%	1%	0%	3%	-1%	2%	4%
O=C(CCc1ccccc1)NC(=S)Nc1cc(C(F)(F)F)ccc1N1CCOCC1	-14%	-3%	7%[0.0737 µM]	?	-1%	-9%	5%
O=c1[nH]c2c(n(C3CCCCC3)c1=O)CCC2	9%	3%	1%	-9%	-4%	13%	4%
